High-throughput results (PubChem BioAssay)
Mcl1-Bid inh: Mcl-1/Bid interaction inhibition; Q07820; TR-FRET Mcl-1/Bid-Dy647 peptide binding, 1536-well; inhibition, % at 21.7 µM; 220,000 tested, 0.97% active; AID 1021;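 active means compounds that cut the binding signal by more than half at the single screening dose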;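 further: His-tagged Mcl-1 with europium anti-His antibody binding Bid BH3 peptide; 0% = Mcl-1 plus peptide wells and 100% = peptide-only wells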
Target sequence (Q07820 whole entry, looked up): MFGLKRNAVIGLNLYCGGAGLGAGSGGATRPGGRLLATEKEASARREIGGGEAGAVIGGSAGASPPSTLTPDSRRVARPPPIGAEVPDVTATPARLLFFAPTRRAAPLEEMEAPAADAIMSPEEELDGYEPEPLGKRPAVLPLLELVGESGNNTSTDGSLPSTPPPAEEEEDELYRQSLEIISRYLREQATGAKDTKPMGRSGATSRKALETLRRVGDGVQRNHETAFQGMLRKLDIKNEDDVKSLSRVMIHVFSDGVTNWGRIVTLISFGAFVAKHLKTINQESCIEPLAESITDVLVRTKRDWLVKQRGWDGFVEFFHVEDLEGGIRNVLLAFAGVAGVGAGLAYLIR
Rab7 wt GTP bind: dog Rab7 wildtype GTP binding, inhibitors and activators; GST-Rab7 beads, fluorescent GTP binding, flow cytometry; actives lie on both sides; untreated = 100%, excess cold GTP = 0%; GTP binding activity (percent of control), % at 10 µM; 190,000 tested, 0.055% active; AID 758;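 active means fluorescent GTP binding to Rab7 beads changed by at least 20 points from the 100% baseline, either direction, mostly lower; inconclusive means compound itself probably fluorescent, or too few beads counted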;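 further: median green fluorescence of bound Bodipy-FL-GTP per Rab7 bead population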
HRas wt GTP: modulators of GTP binding to human HRas wildtype; P01112; GST-Ras wt beads, Bodipy-FL-GTP binding, flow cytometry; actives lie on both sides; GTP binding activity, % at 10 µM; 190,000 tested, 0.14% active; AID 759;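 active means GTP binding activity at least 20% away from the 100% baseline, either lowered as inhibitor or raised as activator; inconclusive means flagged as likely green fluorescent, judged across all proteins in the well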;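 further: 0% = unlabeled GTP competition control and 100% = no-compound control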
Target sequence (P01112 whole entry, looked up): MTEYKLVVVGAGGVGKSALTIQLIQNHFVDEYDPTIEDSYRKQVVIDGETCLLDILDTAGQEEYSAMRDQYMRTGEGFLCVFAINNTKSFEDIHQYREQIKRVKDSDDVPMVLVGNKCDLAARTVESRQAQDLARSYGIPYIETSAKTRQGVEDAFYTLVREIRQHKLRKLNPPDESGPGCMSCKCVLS
Rab2 wt GTP: changes GTP binding to wildtype dog Rab2A, up or down | GTP binding activity, % at 10 µM | P61105 | 190,000 tested, 0.19% active | GST-Rab2 wt beads, Bodipy-GTP binding, flow cytometry;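 active means GTP binding activity at least 20 points away from 100%, either lowered or raised; inconclusive means signal likely due to the compound's own green fluorescence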;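 further: 0% = beads with excess unlabeled GTP and 100% = no-compound control corrected for plate trend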
Rac1 mut GTP: modulators of GTP binding to human Rac1 activated mutant | GST-Rac1 activated beads, fluorescent GTP binding, flow cytometry; actives lie on both sides; 100% means binding = to untreated wells | P63000 | percent activity (GTP binding), % at 10 µM | 190,000 tested, 0.11% active;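 active means GTP binding at least 20 percentage points away from the 100% baseline, in either direction, so actives lie on both sides; inconclusive means Compound likely fluorescent itself, or too few beads counted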
Mcl-1 Bim block: disrupts Bim peptide binding to human Mcl-1. Bead-based flow cytometry, Bim peptide-Mcl-1 binding. AID 1009. 190,000 tested, 0.1% active. Q07820. inhibition, % at 10 µM; in the data active means inhibition above about 40%;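 further: 0% = no compound tracer wells and 100% = peptide blocker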
Rac1 wt modul: alters GTP binding to wildtype human Rac1; P63000; GST-Rac1 beads, fluorescent GTP binding, flow cytometry; actives lie on both sides; 0 = cold GTP competed, 100 = untreated; GTP binding activity (% of control), % at 10 µM; 190,000 tested, 0.27% active; AID 757;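 active means GTP binding activity at least 20 points away from the 100% control level, either lower or higher; inconclusive means compound flagged as likely green fluorescent, judged across all proteins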
Avidin fluor: compound fluoresces at 488/530 nm on avidin beads | compound fluorescence 488/530 nm, flow cytometry; stronger effect = higher value | fluorescence (KMESF) at 10 µM | 220,000 tested, 0.38% active; in the data active means fluorescence above about 47; further: inactives centre near 10
Pf gametocyte: inhibitors of late stage P. falciparum gametocyte viability. inhibition, % at 10.9 µM. AID 743093. P. falciparum stage V gametocytes, ATP luminescence, 24 h. 150,000 tested, 0.065% active;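 active means inhibition above the mean plus 3 SD of compounds within the control limits, set per campaign, cut at about 38% in these data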;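 further: 0% = DMSO wells and 100% = medium only without gametocytes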
Mcl1 Noxa PPI: Mcl-1/Noxa interaction inhibition; Q07820; TR-FRET Mcl-1/Noxa peptide binding, 2 h; inhibition, % at 21.7 µM; 220,000 tested, 1.5% active; AID 1022;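 active means compounds that cut the protein-peptide binding signal by more than 50% relative to plate controls in a single-dose test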;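 further: His-tagged Mcl-1 with rhodamine Noxa BH3 peptide and terbium anti-His antibody; 0% = Mcl-1 plus Noxa peptide wells and 100% = peptide-only wells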
Cdc42 wt GTP: modulators (inhibitors or activators) of GTP binding to human Cdc42 wildtype; P60953; GST-Cdc42 beads, Bodipy-GTP binding, flow cytometry; actives lie on both sides; percent activity (GTP binding), % at 10 µM; 190,000 tested, 0.2% active;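 active means percent activity GTP binding at least 20 points away from the 100% baseline, either down as inhibitor or up as activator; inconclusive means compound flagged as likely green fluorescent from well-wide comparison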;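 further: median bead fluorescence of bound Bodipy-FL-GTP at 100 nM; 0% = excess unlabeled GTP control and 100% = no compound control; below 100% means less GTP binding so inhibitor and above means activator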
Target sequence (P60953 whole entry, looked up): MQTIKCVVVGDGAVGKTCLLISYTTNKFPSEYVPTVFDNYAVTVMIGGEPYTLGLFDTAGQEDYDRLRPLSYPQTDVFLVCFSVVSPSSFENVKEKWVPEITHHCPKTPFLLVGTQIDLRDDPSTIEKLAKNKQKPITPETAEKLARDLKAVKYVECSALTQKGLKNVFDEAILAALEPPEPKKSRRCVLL
* hit, by the source's call; ? = inconclusive; · = no result given. Rows were taken by chance; any-hit rate near 2.7%.

Results follow in this order: Mcl1-Bid inh, Rab7 wt GTP bind, HRas wt GTP, Rab2 wt GTP, Rac1 mut GTP, Mcl-1 Bim block, Rac1 wt modul, Avidin fluor, Pf gametocyte, Mcl1 Noxa PPI, Cdc42 wt GTP
CCn1c(SCC(=O)NCc2cccs2)nnc1-c1ccco1
    -1.3, 101.0, 100.0, 99.0, 100.0, -1.0, 105.0, 32, ·, -12.5, 105.0
CCOC(=O)C1=C(COc2ccc(F)cc2Cl)NC(=O)NC1c1cc(C)ccc1C (configuration not stated)
    8.8, 102.0, 102.0, 102.0, 99.0, 0.0, 99.0, 11, ·, -9.2, 103.0
C=CCOC(=O)C1=C[C@@H](c2ccc(Br)cc2)C[C@@H](OCc2ccc(CO)cc2)O1
    -4.0, 96.0, 96.0, 95.0, 96.0, 0.0, 99.0, 5, ·, -36.4, 97.0
COc1ccc(CCN2C(=O)C3C4CC(C5C(C(=O)N/N=C\c6ccc(Cl)cc6)=NOC45)C3C2=O)cc1OC (configuration not stated)
    -27.6, 94.0, 100.0, 99.0, 99.0, -3.0, 107.0, 21, 15.3, -2.7, 103.0
CN(C)S(=O)(=O)c1ccc(N2CCCC2)c(C(=O)NCc2ccc(Cl)cc2)c1
    -8.5, 99.0, 99.0, 99.0, 98.0, 0.0, 102.0, 47, ·, -5.5, 99.0
CC(C)C(=O)Nc1nc(-c2ccccc2)ns1
    -6.1, 101.0, 102.0, 101.0, 99.0, 1.0, 104.0, 8, 1.2, 5.8, 103.0
O=C(NN1C(=O)C2C(C1=O)C1C=CC2C12CC2)c1cccnc1 (configuration not stated)
    -11.0, 109.0, 101.0, 104.0, 96.0, -3.0, 102.0, 10, -7.3, -5.1, 98.0
O=C1CSC(c2ccccc2F)N1c1ccccc1 (configuration not stated)
    -4.8, 100.0, 100.0, 101.0, 99.0, 2.0, 108.0, 4, -30.4, -9.7, 100.0
CCN(CC)S(=O)(=O)c1ccc2c(c1)nc(CCC(=O)Nc1cccc(C(F)(F)F)c1)n2CC
    -9.7, ?, ?, ?, ?, -4.0, ?, 12, ·, 22.6, ?
Cc1cc(C(=O)Nc2ccc(S(=O)(=O)Nc3onc(C)c3C)cc2)cs1
    -7.0, 97.0, 96.0, 94.0, 99.0, -1.0, 101.0, 14, -2.3, 11.6, 98.0
CCOC(=O)c1c(NC(=O)CSc2nc3ccccc3c(=O)n2-c2ccccc2)sc(C(C)=O)c1C
    -28.6, ?, ?, ?, ?, -4.0, ?, 2, 1.8, -45.9, ?
Cc1cccc(NC(=S)N2CCN(c3ccc(F)cc3)CC2)c1
    -14.6, 95.0, 95.0, 93.0, 95.0, 0.0, 99.0, 9, -18.8, 14.0, 97.0
CC(C)NS(=O)(=O)c1ccc(CCC(=O)N2CCC(C(N)=O)CC2)cc1
    -1.6, 104.0, 100.0, 98.0, 97.0, -4.0, 98.0, 13, 12.6, -5.4, 96.0
O=C(c1ccc(F)c(S(=O)(=O)N2CCOCC2)c1)N(c1ccccc1)c1ccccn1
    -1.5, 92.0, 98.0, 97.0, 97.0, -1.0, 97.0, 9, -5.5, 3.6, 97.0
CCOC(=O)C1CCCN(C(=O)C2CCN(S(=O)(=O)c3cccs3)CC2)C1 (configuration not stated)
    6.9, 99.0, 98.0, 96.0, 96.0, -1.0, 101.0, 6, -12.5, 8.1, 96.0
CCc1nc(Nc2ccc3c(c2)OCCO3)c2oc3ccccc3c2n1
    32.2, 101.0, 97.0, 99.0, 97.0, 4.0, 98.0, 5, 6.5, 31.9, 97.0
Cc1ccc2cc(/C=N/NC(=O)CN3CCCCC3)c(Cl)nc2c1
    -32.4, 108.0, 100.0, 103.0, 98.0, 7.0, 101.0, 12, 7.8, 6.6, 97.0
O=C(NCc1cccs1)C(=O)NCC(c1ccco1)N1CCN(c2ccccc2)CC1 (configuration not stated)
    -30.7, 108.0, 94.0, 99.0, 92.0, -1.0, 94.0, 9, 16.1, -4.9, 101.0
CCOC(=O)COc1ccc(C)cc1-c1ccno1
    7.3, 100.0, 99.0, 99.0, 97.0, 1.0, 102.0, 6, -33.0, 9.5, 101.0
Cc1ccsc1C(C(=O)NC1CCCCC1)N(C(=O)c1csnn1)C1CC1 (configuration not stated)
    -11.9, 107.0, 105.0, 106.0, 101.0, -3.0, 107.0, 7, 5.9, 24.4, 106.0

9 structures out of the list, arranged by formula weight, ascending.
Results follow in this order: Mcl1-Bid inh, Rab7 wt GTP bind, HRas wt GTP, Rab2 wt GTP, Rac1 mut GTP, Mcl-1 Bim block, Rac1 wt modul, Avidin fluor, Pf gametocyte, Mcl1 Noxa PPI, Cdc42 wt GTP
CCOC(=O)COc1ccc(C)cc1-c1ccno1
    7.3, 100.0, 99.0, 99.0, 97.0, 1.0, 102.0, 6, -33.0, 9.5, 101.0
O=C1CSC(c2ccccc2F)N1c1ccccc1 (configuration not stated)
    -4.8, 100.0, 100.0, 101.0, 99.0, 2.0, 108.0, 4, -30.4, -9.7, 100.0
Cc1ccc2cc(/C=N/NC(=O)CN3CCCCC3)c(Cl)nc2c1
    -32.4, 108.0, 100.0, 103.0, 98.0, 7.0, 101.0, 12, 7.8, 6.6, 97.0
CCc1nc(Nc2ccc3c(c2)OCCO3)c2oc3ccccc3c2n1
    32.2, 101.0, 97.0, 99.0, 97.0, 4.0, 98.0, 5, 6.5, 31.9, 97.0
Cc1ccsc1C(C(=O)NC1CCCCC1)N(C(=O)c1csnn1)C1CC1 (configuration not stated)
    -11.9, 107.0, 105.0, 106.0, 101.0, -3.0, 107.0, 7, 5.9, 24.4, 106.0
CCOC(=O)C1CCCN(C(=O)C2CCN(S(=O)(=O)c3cccs3)CC2)C1 (configuration not stated)
    6.9, 99.0, 98.0, 96.0, 96.0, -1.0, 101.0, 6, -12.5, 8.1, 96.0
CN(C)S(=O)(=O)c1ccc(N2CCCC2)c(C(=O)NCc2ccc(Cl)cc2)c1
    -8.5, 99.0, 99.0, 99.0, 98.0, 0.0, 102.0, 47, ·, -5.5, 99.0
CCOC(=O)C1=C(COc2ccc(F)cc2Cl)NC(=O)NC1c1cc(C)ccc1C (configuration not stated)
    8.8, 102.0, 102.0, 102.0, 99.0, 0.0, 99.0, 11, ·, -9.2, 103.0
CCOC(=O)c1c(NC(=O)CSc2nc3ccccc3c(=O)n2-c2ccccc2)sc(C(C)=O)c1C
    -28.6, ?, ?, ?, ?, -4.0, ?, 2, 1.8, -45.9, ?
